From PubChem
Scp1 inh: Scp-1 phosphatase inhibitors, primary screen, biochemical, colorimetric, uHTS. Carboxy-terminal domain RNA polymerase II polypeptide A small phosphatase 1 (Homo …. Recombinant Scp1, phosphopeptide, malachite green phosphate absorbance. inhibition, % at 20 µM. actives 0.88% (n = 340,000);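 active means inhibition above about 50% at 20 µM, limit read from the data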;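 further: plate controls were DMSO wells with enzyme for no effect and wells lacking enzyme for full effect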
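Times: enzyme reaction 45 min at room temperature, colour 5 min, stabilisation 30 min. Material: SCP-1 catalytic fragment, aa 76-261. Medium: Acidic Tris acetate buffer with magnesium and detergent. Signal: colorimetric free-phosphate detection, absorbance 630 nm. Read-out basis: % inhibition of SCP-1 phosphate liberation. Reagent: Phosphorylated 17-residue peptide substrate.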
LMPTP block: LMPTP phosphatase inhibitors, primary screen, biochemical, fluorescence intensity, uHTS. inhibition, % at 20 µM. recombinant LMPTP-A, OMFP fluorogenic substrate. actives 0.22% (n = 360,000). AID 651560, 2012. Low molecular weight phosphotyrosine protein phosphatase (Homo sapiens), P24666;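 active means compounds that cut the enzyme signal by at least half of the control window in the single-dose screen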;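 further: plate controls were DMSO wells with enzyme plus substrate for no effect and substrate without enzyme for full effect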
Target sequence (P24666 whole entry, looked up): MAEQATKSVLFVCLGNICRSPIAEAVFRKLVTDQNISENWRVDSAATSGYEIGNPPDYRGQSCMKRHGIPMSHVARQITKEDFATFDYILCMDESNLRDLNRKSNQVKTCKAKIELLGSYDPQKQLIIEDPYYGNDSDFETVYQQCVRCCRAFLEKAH
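Assay system: LMPTP-A phosphatase enzyme | Input: 0.625 nM enzyme | Also added: Fluorogenic phosphatase substrate OMFP at 400 µM final | Compound dosing: One test concentration per compound, 20 µM, with 3% DMSO overall | Schedule: 50 min enzyme reaction at room temperature, protected from light | Signal: Fluorescence intensity | Benchmarks: no-enzyme and uninhibited controls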
STEP inh: STEP phosphatase inhibitors, primary screen, biochemical, fluorescence intensity, uHTS; recombinant STEP, OMFP fluorogenic substrate; inhibition, % at 20 µM; actives 0.25% (n = 360,000); AID 588621, 2011;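 active means inhibition at 20 µM, scaled per plate between control wells, above about 37%, limit read from the data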;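 further: 0% = DMSO with enzyme and substrate and 100% = substrate only without enzyme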
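System: STEP phosphatase, cell-free reaction; Buffer or medium: Bis-Tris pH 6.0 buffer with DTT, detergent; Incubation: 20 min at room temperature, dark; Measured by: fluorescence, 480/540 nm.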
Rpn11 inh: Rpn11 (PSMD14) deubiquitinase inhibitors, primary screen, biochemical, fluorescence polarization, uHTS; 26S proteasome non-ATPase regulatory subunit 14 (Homo sapiens), O00487; human 26S proteasome, Ub4-pepOG fluorescence polarization; 20S core pre-blocked with epoxomicin; calls only at 20 µM; actives 0.59% (n = 360,000); AID 588493, 2011;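 active means inhibition at 20 µM, scaled to each plate's controls, above about 33%, limit read from the data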
SUMO1 PPI mod: modulators of SUMO1 protein-protein interactions, primary screen, biochemical, uHTS. Small ubiquitin-related modifier 1 (Homo sapiens), P63165. SUMO1 binding to a labelled peptide, TR-FRET, 1 h. actives 0.33% (n = 360,000). inhibition, % at 20 µM; in the data active means inhibition above about 37%
Target sequence (P63165 whole entry, looked up): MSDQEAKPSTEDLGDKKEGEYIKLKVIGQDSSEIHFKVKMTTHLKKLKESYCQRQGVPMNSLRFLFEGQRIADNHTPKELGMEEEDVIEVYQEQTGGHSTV
Neddyl block: inhibitors of cullin neddylation, primary screen, biochemical, TR-FRET, uHTS, NAE and Ubc12; NEDD8-conjugating enzyme Ubc12 (Homo sapiens) + NEDD8-activating enzyme E1 regulatory …; calls only at 25 µM; actives 0.58% (n = 360,000); AID 651699, 2012; in the data active means inhibition above about 36%
Target sequence (P61081 whole entry, looked up): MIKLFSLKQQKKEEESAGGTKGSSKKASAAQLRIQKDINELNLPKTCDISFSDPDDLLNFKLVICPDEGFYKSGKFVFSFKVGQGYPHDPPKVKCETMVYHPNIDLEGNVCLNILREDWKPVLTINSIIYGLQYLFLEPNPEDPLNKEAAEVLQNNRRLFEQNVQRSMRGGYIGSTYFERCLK
Target sequence (Q13564 whole entry, looked up): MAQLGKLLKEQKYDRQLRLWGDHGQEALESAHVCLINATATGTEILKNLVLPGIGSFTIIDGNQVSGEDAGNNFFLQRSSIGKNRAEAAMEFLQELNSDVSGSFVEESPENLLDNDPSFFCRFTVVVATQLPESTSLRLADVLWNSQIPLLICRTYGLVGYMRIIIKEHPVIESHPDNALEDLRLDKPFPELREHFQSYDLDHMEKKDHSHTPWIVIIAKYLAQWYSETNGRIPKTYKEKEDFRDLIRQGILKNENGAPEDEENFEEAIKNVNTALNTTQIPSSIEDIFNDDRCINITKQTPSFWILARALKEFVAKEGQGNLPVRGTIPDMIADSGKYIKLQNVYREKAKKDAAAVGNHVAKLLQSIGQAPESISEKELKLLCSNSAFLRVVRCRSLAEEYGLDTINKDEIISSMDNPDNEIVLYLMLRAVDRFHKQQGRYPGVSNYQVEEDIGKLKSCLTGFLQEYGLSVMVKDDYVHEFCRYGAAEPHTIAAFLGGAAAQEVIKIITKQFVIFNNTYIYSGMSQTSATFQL
DNMT1 block: human DNMT1 methyltransferase inhibitors, primary screen, biochemical, molecular beacon, fluorescence, HinP1I cleavage, uHTS; DNA (cytosine-5)-methyltransferase 1 (Homo sapiens), P26358; inhibition (reported as % activation of signal), % at 10 µM; actives 0.83% (n = 360,000); AID 588458, 2011; in the data active means inhibition above about 50%
Rin1-Abl PPI inh: inhibitors of Rin1-Abl protein binding, primary screen, biochemical, TR-FRET | Tyrosine-protein kinase ABL1 (Homo sapiens) + Ras and Rab interactor 1 (Homo sapiens), … | actives 0.4% (n = 360,000) | inhibition, % at 7.35 µM; in the data active means inhibition above about 5%, passing the limit was not always enough
CSN inh: inhibitors of CSN-mediated cullin deneddylation, primary screen, biochemical, fluorescence polarization, uHTS; COP9 signalosome complex subunit 5 (Homo sapiens), Q92905; Purified CSN, SCF-Nedd8-OG deneddylation; inhibition, % at 12.5 µM; actives 0.38% (n = 360,000);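 active means pattern-corrected inhibition above about 35%, with an unprinted fluorescence ratio check between 0.5 and 1.5, limit read from the data, passing the limit was not always enough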;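 further: 0% = enzyme with substrate and 100% = substrate without enzyme; some results filed as inactive read as strong as hits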
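Schedule: reaction 90 min, room temperature / Assay system: HEK293T-derived human Csn5 enzyme / Input: Csn5 at 0.24 nM final / Measure: inhibition of Csn5 cleavage, % / Control set: substrate-only high control, full reaction low control / Technique: fluorescence polarization of the substrate / Buffer or medium: Tris/NaCl/DTT buffer, pH 7.5 / Reagent: SCFSkp2-Nedd8OG substrate at 10 nM final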
NadD inh: inhibitors of S. aureus NadD, primary screen, biochemical, colorimetric, uHTS; purified NadD enzyme, colorimetric absorbance read-out; inhibition, % at 20 µM; AID 602399, 2012; actives 0.78% (n = 360,000); in the data active means inhibition above about 26%; further: some compounds past the cut are filed as inactive
Numbers without * were called inactive; i = inactive; . = no result given.

Scp1 inh | LMPTP block | STEP inh | Rpn11 inh | SUMO1 PPI mod | Neddyl block | DNMT1 block | Rin1-Abl PPI inh | CSN inh | NadD inh | mol
-2 | -1.6 | 2 | i | -1 | i | -2 | -2 | 1 | -6 | O=C(CN1C(=O)COc2ccc(S(=O)(=O)N3CCCC3)cc21)NCc1ccccn1
-8 | 0.1 | -3 | i | -13 | i | 3 | -1 | 3 | -6 | CC1=C(C(=O)OCc2ccccc2)C(c2ccc([N+](=O)[O-])cc2)NC(=O)N1 (centres undefined)
. | 0.3 | -3 | i | -78 | . | -26 | -10 | -3 | 19 | COc1ccc(CC(N)c2csc(Nc3ccc(C(=O)c4ccccc4)cc3)n2)cc1 (centres undefined)
7 | -0.8 | 3 | i | 0 | i | 0 | -3 | -3 | -3 | COc1cccc(NC(=O)c2ccc(-n3cccn3)nc2)c1
-7 | -1.0 | -1 | i | -22 | i | 0 | -7 | -14 | 1 | O=S(=O)(c1ccc(Br)c2nsnc12)N1CCOCC1
-11 | -8.3 | 0 | i | -40 | i | -6 | 2 | -3 | 8 | COc1cc(C(=O)N2CCN(c3cccc(C)c3C)CC2)ccc1OCC(=O)N1CCOCC1
-2 | -0.9 | 1 | i | 2 | i | 2 | 4 | -5 | -1 | O=c1[nH]n(-c2ncnc3c2cnn3-c2ccccc2)c(=O)c2ccccc12
-5 | -2.7 | -2 | i | 1 | i | 12 | -1 | 2 | 3 | O=C1OCC(O)=C1Cc1ccccc1
-4 | -3.2 | 1 | i | -8 | i | -2 | 0 | -5 | -1 | Cc1ccc(C2C3=C(CC(C)(C)CC3=O)NC3=C2C(=O)CC(C)(C)C3)o1
-3 | -0.8 | 1 | i | -1 | i | 1 | -5 | 3 | -5 | OC(COCc1ccc2c(c1)OCO2)CN1CCC(Cc2ccccc2)CC1 (centres undefined)
-5 | 5.5 | 3 | i | 7 | i | -7 | -2 | -1 | -6 | Cc1ccc(C)c(N2CCN(C(=O)c3cc4c(C)nc5ccccc5c4o3)CC2)c1
-12 | 2.9 | 1 | i | 0 | i | -4 | 2 | 4 | -7 | Cc1nn(Cc2ccccc2)c(Cl)c1C(=O)OCc1nnc(-c2ccccc2)o1
0 | -2.2 | -2 | i | 0 | i | 3 | 4 | -19 | -9 | O=C1OC(Nc2ncccn2)c2ccccc21 (centres undefined)
-5 | 0.8 | -1 | i | 1 | i | 5 | 0 | 2 | -11 | Cc1ccccc1C(=O)NC(CC(C)C)C(=O)Nc1cccc(S(=O)(=O)N(C)C)c1 (centres undefined)
-1 | 4.8 | -4 | i | 3 | i | -1 | -1 | -3 | -4 | Cc1ccc(-c2nc(N)sc2-c2ccccc2)cc1C
-4 | -0.4 | 1 | i | -22 | i | -2 | -2 | 3 | 2 | COC(=O)C1=Cc2cc(OC)cc([N+](=O)[O-])c2OC1N1CCOCC1 (centres undefined)
34 | -2.1 | 0 | i | 4 | i | 12 | 1 | 2 | -4 | COc1ccc(CC(=O)OCC(=O)NCc2ccco2)cc1OC
-11 | -1.5 | 5 | i | 2 | i | 1 | -3 | 2 | -4 | CC(C)(C)OC(=O)N1CCC[C@H]1c1nnc(SCc2ccccc2Cl)o1
-3 | 0.1 | -1 | i | -1 | i | 7 | 1 | 3 | -3 | Cc1ccc(S(=O)(=O)N2CCN(C(=O)COC(=O)/C=C/c3ccc(C(F)(F)F)cc3)CC2)c(C)c1
-3 | -0.3 | -2 | i | -3 | i | 0 | -1 | 2 | -4 | CCOC(=O)CC(=O)CSc1ccc2nnc(-c3ccccc3)n2n1
-8 | -6.0 | -2 | i | -4 | i | 3 | 5 | -3 | 0 | CCCN1CCN(CCCNC(=O)c2ccc(CS(=O)c3ccc(OC)cc3)o2)CC1 (centres undefined)
1 | 1.0 | -2 | i | -19 | i | -2 | 0 | -2 | -6 | COc1ccc(-c2cnc3nc[nH]c(=O)c3n2)cc1
-10 | -0.7 | -4 | i | -1 | i | 3 | 1 | 4 | -2 | COc1ccc(-c2noc(C3CCCN(C(=O)c4ccccc4C)C3)n2)cc1 (centres undefined)
-2 | -0.5 | -3 | i | -3 | i | -6 | -4 | 0 | -4 | Cc1ccc(NC(=O)Nc2cccnc2)cc1
1 | -2.5 | -1 | i | 1 | i | -1 | 0 | 6 | -9 | O=C(NCCCN1CCN(c2ccccc2F)CC1)Nc1ccc(F)cc1
4 | 1.2 | -7 | i | -4 | i | 1 | 3 | -1 | -7 | COc1ccc(-c2csc(Cc3nnc4n3CCCCC4)n2)cc1OC
-11 | 1.6 | 0 | i | -19 | i | -3 | -2 | -5 | 2 | Cc1ccc(NN=C2C(=O)OC(C)(C)OC2=O)c(C)c1
-8 | 0.2 | 2 | i | -1 | i | 2 | -1 | 4 | -5 | O=C(NC1CCCCC1)n1c(=O)oc2ccccc21
. | 2.1 | 2 | i | 9 | i | -4 | 6 | 0 | 1 | CS(=O)(=O)Nc1cccc(NC(=O)c2ccc(-c3ccc(F)c(F)c3)c3ccoc23)c1
15 | 1.9 | 2 | i | 2 | i | 15 | -1 | -1 | 1 | CCOC(=O)C1=CN(Cc2cccc(F)c2)S(=O)(=O)N(C)C1CCc1ccccc1 (centres undefined)

Scp1 inh | LMPTP block | STEP inh | Rpn11 inh | SUMO1 PPI mod | Neddyl block | DNMT1 block | Rin1-Abl PPI inh | CSN inh | NadD inh | mol
-2 | -2.2 | -1 | i | 2 | i | 2 | 1 | 1 | 0 | COc1ccc(C(=O)N2CCC(O)(c3ccc(Cl)cc3)CC2)cc1OC
. | -1.5 | 0 | i | 5 | i | -2 | 0 | 3 | -1 | Cc1cccc(NC(=O)CNC(=O)[C@H]2O[C@@H](n3ccc(=O)[nH]c3=O)[C@H](O)[C@@H]2O)c1C
-4 | -1.1 | -2 | i | 4 | i | 4 | 3 | 0 | -2 | O=C(NNC(=O)c1ccccc1F)c1cccs1
-14 | -1.2 | -2 | i | -2 | i | 0 | 5 | -3 | -6 | Cc1ccc(C(=O)N2CCCC(Nc3cccc(F)c3)C2)cc1N1CCNC1=O (centres undefined)
-13 | -1.7 | 0 | i | -3 | i | -1 | 0 | 4 | -5 | COc1ccc(NS(=O)(=O)c2ccc(C(=O)N3CCN(Cc4ccccc4)CC3)cc2)cc1
-12 | 2.9 | 1 | i | -11 | i | -6 | -3 | 3 | 2 | CC(=O)Nc1ccc(NC(=O)CSc2nc3c([nH]c4ccccc43)c(=O)n2-c2ccccc2F)cc1
4 | 1.4 | -2 | i | -24 | i | 0 | 2 | 1 | 5 | COc1cccc(/C=C2\SC(=S)N(CCCC(=O)NC3=NCCS3)C2=O)c1
1 | -0.8 | -1 | i | 1 | i | 1 | 2 | 3 | -3 | C[C@H]1CN([C@@H](C)CO)C(=O)c2cccc(NS(=O)(=O)c3ccc(F)cc3)c2O[C@H]1CN(C)Cc1ccc(Cl)c(Cl)c1
-6 | 9.8 | 10 | i | 19 | i | -22 | 3 | 9 | 15 | Cc1cccc(-n2c(=S)[nH]c3sc4c(c3c2=O)CCc2ccccc2-4)c1
-1 | -0.2 | 0 | i | 5 | i | 0 | -4 | -2 | -3 | C=CCn1c(SCC(=O)NC(=O)NC)nnc1C1CCCCC1
-4 | 4.8 | 0 | i | 1 | i | -2 | -3 | -2 | 2 | CCCCCCCCn1cnc2c(N)c(C)c(C)cc21
-8 | 0.2 | 0 | i | 2 | i | 3 | 0 | 2 | 13 | COc1cc(C(=O)N/N=C/c2ccc(OC(=O)c3cccc(C)c3)c(OC)c2)ccc1O
4 | -1.1 | -2 | i | -9 | i | 0 | -3 | -13 | 3 | CCC/C=N/NC(=O)c1cc(-c2ccccc2)nc2ccccc12
-5 | 1.1 | -3 | i | -2 | i | -1 | 2 | 4 | 3 | COCCN(C(=O)CSc1nnc(-c2ccc(Cl)cc2)o1)c1c(N)n(CC(C)C)c(=O)[nH]c1=O
-7 | 3.4 | 1 | i | 25 | i | 32 | 23* | 7 | 5 | CC(=O)C(C(C)=O)C1(O)C(=O)c2ccccc2C1=O
-2 | -0.7 | -2 | i | 3 | i | 0 | 2 | 6 | -6 | O=c1oc(-c2cccnc2)nc2ccccc12
-6 | 0.5 | -2 | i | -4 | i | 0 | 1 | 8 | 1 | O=C(N/C(=C/c1ccco1)C(=O)N1CCCCCC1)c1ccccc1
-3 | 2.6 | -2 | i | 0 | i | -17 | -1 | 1 | -3 | Cc1cccc(N2CCN(C(=O)CCCSc3nc4ccccc4[nH]3)CC2)c1C
-8 | -0.6 | -4 | i | 6 | i | 0 | 2 | 3 | -2 | CCc1cc(C(=O)NNC(=O)CCl)sc1C
0 | -2.1 | -2 | i | -3 | i | 1 | 2 | -2 | -7 | CCn1cc(/C=N\NC(=O)C2(C)CC2(Cl)Cl)c(C)n1 (centres undefined)
-6 | -0.5 | 1 | i | 1 | i | 2 | 4 | 3 | -4 | CCCOC(=O)CSc1nc(N2CCOCC2)c2c(c1C#N)CC(C)(C)OC2
47 | 0.2 | -1 | i | -22 | i | 1 | 0 | 0 | -3 | O=C(COC(=O)c1cccs1)Nc1ccccc1[N+](=O)[O-]

An excerpt from above in order of the LMPTP block value, ascending.
Structure	Scp1 inh	LMPTP block	STEP inh	Rpn11 inh	SUMO1 PPI mod	Neddyl block	DNMT1 block	Rin1-Abl PPI inh	CSN inh	NadD inh
O=C1OCC(O)=C1Cc1ccccc1	-5	-2.7	-2	i	1	i	12	-1	2	3
O=c1[nH]n(-c2ncnc3c2cnn3-c2ccccc2)c(=O)c2ccccc12	-2	-0.9	1	i	2	i	2	4	-5	-1
CCOC(=O)CC(=O)CSc1ccc2nnc(-c3ccccc3)n2n1	-3	-0.3	-2	i	-3	i	0	-1	2	-4
COc1cccc(/C=C2\SC(=S)N(CCCC(=O)NC3=NCCS3)C2=O)c1	4	1.4	-2	i	-24	i	0	2	1	5
CS(=O)(=O)Nc1cccc(NC(=O)c2ccc(-c3ccc(F)c(F)c3)c3ccoc23)c1	.	2.1	2	i	9	i	-4	6	0	1
